Screening results from PubChem BioAssay.
NCI-60 one-dose screen, 48 h, at 10 µM unless noted. Numbers give growth in % (100 = growth as untreated, 0 = no growth, -100 = all killed).
SW-620 – SW-620 colon cancer. AID 1794795. actives 5.2% (n = 82,000)
COLO 205 – COLO 205 colon cancer; actives 7.3% (n = 79,000)
NCI-H322M – NCI-H322M lung cancer; actives 2.7% (n = 80,000)
NCI-H522 – NCI-H522 lung cancer; actives 8% (n = 78,000); AID 1794739
NCI-H23 – NCI-H23 lung cancer | actives 4% (n = 80,000)
HT29 – HT29 colon cancer. actives 7.4% (n = 81,000)
NCI-H226 – NCI-H226 lung cancer; actives 3.5% (n = 79,000); AID 1794732
NCI-H460 – NCI-H460 lung cancer; actives 6.8% (n = 82,000); AID 1794736
HCT-15 – HCT-15 colon cancer; actives 5.2% (n = 82,000); AID 1794746
* hit, by the source's call; nt = not tested or not shown; & = joins results of further samples; [ ] = dose if it differs, or a comment. The calls were made as follows: active = growth percent below 10; inactive = the rest. An unsorted share of the library; overall some 12% were active at least once.

Sequence of screens – HCT-15	COLO 205	NCI-H23	SW-620	NCI-H460	NCI-H522	HT29	NCI-H322M	NCI-H226
#1 CCN1CCN(Cc2ccc(NC(=O)c3cccc(C#Cc4cccc5[nH]nc(N)c45)c3)cc2C(F)(F)F)CC1
    -71*	-76*	-43*	-76*	-72*	-85*	-83*	-50*	17
#2 C=C(C)[C@@H]1CC[C@]2(C)CC[C@]3(C)[C@H](CC[C@@H]4[C@@]5(C)CC[C@H](OP(=O)(OCC)OCC)C(C)(C)[C@@H]5CC[C@]43C)[C@@H]12
    104	116	105	105	110	90	102	111	99
#3 CCCCCCCCCCCCCCNc1nc(C=O)ncc1-c1ccc(C(F)(F)F)cc1
    87	93	94	102	76	79	94	67	98
#4 Nc1nc(N)c2c(n1)NC(c1cccc(Nc3ccnc4cc(C(F)(F)F)ccc34)c1)CC(c1ccc(F)cc1)=N2 (stereo unspecified)
    21	29	70	26	18	48	12	86	80
#5 CNS(=O)(=O)Oc1ccc(NC(=O)C2CCCCC2)cc1
    102	107	98	104	106	94	101	nt	97
#6 C=C(C)[C@@H]1CC[C@]2(C(=O)NCC(=O)N[C@@H](CO)C(C)C)CC[C@]3(C)[C@H](CC[C@@H]4[C@@]5(C)CCCNC(C)(C)[C@@H]5CC[C@]43C)[C@@H]12
    93	96	100	97	96	97	58	93	104
#7 CSc1nc(-c2cccs2)c(C#N)c(-n2nc(C)cc2C)n1
    93	118	94	106	104	78	81	86	110
#8 COc1ccc(Nc2nc3ccccc3s2)cc1
    91	98	92	110	100	97	91	107	102
#9 CCOC(=O)c1c(N2CCOCC2)[nH]c(=O)c(C=Nc2ccc(Cl)cc2)c1O
    73	135	101	106	86	78	106	103	97
#10 COc1ccc(-c2cc(-c3ccc(Cl)cc3)c3sc(=O)[nH]c3n2)cc1
    92	104	99	90	100	69	104	84	75
#11 CC(=O)NC(C(C)=O)C(C)=O
    102	111	113	104	108	105	109	95	95
#12 CCOC(=O)C(C(=O)OCC)(c1ccccc1)C1CCCC1
    109	108	98	113	110	100	103	93	107
#13 Cc1ccccc1C(c1ccccc1)c1ccccc1C
    96	105	94	98	101	77	96	91	22
#14 COc1ccc(NC(=O)Cn2cc(CSc3nc4ccccc4o3)nn2)cc1
    106	118	106	108	110	103	110	103	99
#15 N=C1SCC(=O)N1c1ccc(NC(=O)c2ccccc2-c2ccccc2C(=O)O)cc1
    100	107	106	103	108	79	93	99	104
#16 COc1ccc(S(=O)(=O)NC2c3ccccc3CC2O)cc1OC (stereo unspecified)
    102	119	103	100	109	99	107	109	102
#17 Cc1ccc(/C=C2\CN(C(=O)OC(C)(C)C)C/C(=C\c3ccc(C)cc3)C2=O)cc1
    1.9*	52	57	5.2*	53	58	-50*	99	85
#18 CC(C)N1CCc2nc3sc(C(=O)Nc4ccccc4)c(N)c3cc2C1
    101	102	98	96	100	104	103	108	95
#19 c1c(-c2cc(C3CC3)[nH]n2)n[nH]c1C1CC1
    103	102	94	102	83	79	99	95	95
#20 O=C1c2ccccc2CCC12OC2c1ccc([N+](=O)[O-])cc1 (stereo unspecified)
    94	nt	104	111	108	81	112	88	98
#21 COC(=O)[C@@H](CCCCNC(=O)[C@]12CCC(C)(C)C[C@@H]1C1=CC[C@@H]3[C@@]4(C)CCC(=O)C(C)(C)[C@@H]4CC[C@@]3(C)[C@]1(C)CC2)NC(=O)[C@]12CCC(C)(C)C[C@@H]1C1=CC[C@@H]3[C@@]4(C)CCC(=O)C(C)(C)[C@@H]4CC[C@@]3(C)[C@]1(C)CC2
    112	114	105	101	107	101	95	90	107
#22 CC1CCN(CCCCCOc2ccc3oc4ccccc4c(=O)c3c2)CC1
    36	59	76	82	82	76	11	79	91
#23 Cc1ccccc1OCC(O)CN1CCN(c2cccc(Cl)c2)CC1 (stereo unspecified)
    105	97	96	104	105	113	111	126	148
#24 O=C1c2ccccc2C(=O)c2c1c(C(=O)NCc1ccccc1)c1ccccn21
    114	108	101	94	107	73	81	99	100
#25 N#C/C(=C\c1ccc(Cl)cc1)c1nc2ccccc2s1
    97	112	93	89	107	81	78	95	100
#26 Cc1c(N=Nc2ccccc2O)c(=O)[nH]c2[nH]c(=O)sc12
    103	114	107	103	105	103	115	110	nt
#27 C=C(C)[C@H]1CC/C(C)=C/CC[C@]2(C)O[C@H]2CC/C(COC(=O)[C@@H](OC(C)=O)[C@H](NC(=O)c2ccccc2)c2ccccc2)=C\[C@@H]1O
    105	113	98	105	89	60	102	104	95
#28 Clc1ccc(-c2cc(-c3ccc(Cl)cc3)nc(N3CCN(CCNc4ccnc5cc(Cl)ccc45)CC3)n2)cc1
    90	107	98	93	101	91	83	102	90
#29 N#CCNc1ccccc1N
    108	90	87	100	101	65	86	82	101
#30 Cc1c(C(=O)OCCO)cc(-c2ccc(Cl)cc2)n1-c1ccc(Cl)cc1
    81	112	87	94	82	78	86	79	nt

2 entries from above, reformatted:
[18] CC(C)N1CCc2nc3sc(C(=O)Nc4ccccc4)c(N)c3cc2C1
[19] c1c(-c2cc(C3CC3)[nH]n2)n[nH]c1C1CC1

Screen / compound no.	18	19
HCT-15	101	103
COLO 205	102	102
NCI-H23	98	94
SW-620	96	102
NCI-H460	100	83
NCI-H522	104	79
HT29	103	99
NCI-H322M	108	95
NCI-H226	95	95

Going on with the list.
Sequence of screens – HCT-15	COLO 205	NCI-H23	SW-620	NCI-H460	NCI-H522	HT29	NCI-H322M	NCI-H226
#31 O=c1c(/C=C/c2c(O)ccc3ccccc23)nnc2sc(-c3cccc([N+](=O)[O-])c3)nn12
    29	84	62	32	26	86	89	41	64
#32 O=C1c2ccccc2C(=O)c2c(NCC(O)CN3CCOCC3)cccc21 (stereo unspecified)
    108	109	114	103	115	105	121	103	104
#33 Cc1ccc(Cc2cnc(NC(=O)CN3C(=O)/C(=C\c4ccccc4)SC3=S)s2)cc1
    103	116	103	107	103	95	114	109	nt
#34 CN1CCN(c2ncnc3c2[nH]c2ccc(Cl)cc23)CC1
    94	98	92	109	105	82	92	89	nt
#35 Cc1ccc(/C=C/C(=O)O)cc1-c1cc2c(cc1C)C(C)(C)C=CC2(C)C
    83	118	81	99	95	76	101	112	92
#36 Cc1ccc(S(=O)(=O)/C(=N\O)C(=O)c2ccc3ccccc3c2)cc1
    102	108	101	113	100	81	100	105	99
#37 O=C(Nc1ccc(OCC(=O)c2ccccc2)cc1)Nc1ccc(Cl)c(C(F)(F)F)c1
    18	-3.6*	25	32	18	-32*	29	28	8.9*
#38 COc1ccc(/C=C/c2n(Cc3ccc4ccccc4c3)c3ccccc3[n+]2Cc2ccc3ccccc3c2)cc1
    -77*	-87*	-92*	-96*	-86*	-91*	-97*	-96*	-45*
#39 COCCCNC1=C(Cl)C(=O)c2ccccc2C1=O
    87	117	73	111	101	84	110	99	97
#40 COc1cccc(C(CCc2cc(OC)c(OC)c(OC)c2)NC(C)=O)c1 (stereo unspecified)
    103	109	97	107	115	nt	126	109	107
#41 CCCCCC(=O)OC1(C(C)=O)CCC2C3CCC4=CC(=O)CCC4C3CCC21C (stereo unspecified)
    77	106	82	86	77	59	90	104	72
#42 CCOC(=O)c1c(C)c2c(n1Cc1ccccc1)CSc1cc(C#N)c(=O)[nH]c1-2
    66[100 µM]	60[100 µM]	73[100 µM]	92[100 µM]	67[100 µM]	87[100 µM]	71[100 µM]	79[100 µM]	90[100 µM]
#43 O=C(c1c[nH]c2ccccc12)c1n[nH]c(=S)n1Cc1ccccc1
    96	108	99	101	100	94	105	98	96
#44 O=C(CCN1CCCC1)Nc1ccc2c(Nc3ccc(Br)cc3)c3ccccc3nc2c1
    -74*	-43*	19	-65*	-69*	-25*	1.7*	-11*	62
#45 O=C(Cc1ccccc1)NNc1nc(Cl)nc(N2CCN(C(c3ccccc3)c3ccccc3)CC2)n1
    45	99	83	82	102	-27*	73	90	94

Three structures already listed, sorted by heavy-atom count, ascending.
Sequence of screens – HCT-15	COLO 205	NCI-H23	SW-620	NCI-H460	NCI-H522	HT29	NCI-H322M	NCI-H226
#35 Cc1ccc(/C=C/C(=O)O)cc1-c1cc2c(cc1C)C(C)(C)C=CC2(C)C
    83	118	81	99	95	76	101	112	92
#31 O=c1c(/C=C/c2c(O)ccc3ccccc23)nnc2sc(-c3cccc([N+](=O)[O-])c3)nn12
    29	84	62	32	26	86	89	41	64
#38 COc1ccc(/C=C/c2n(Cc3ccc4ccccc4c3)c3ccccc3[n+]2Cc2ccc3ccccc3c2)cc1
    -77*	-87*	-92*	-96*	-86*	-91*	-97*	-96*	-45*

Next part:
Sequence of screens – HCT-15	COLO 205	NCI-H23	SW-620	NCI-H460	NCI-H522	HT29	NCI-H322M	NCI-H226
#46 O=[N+]([O-])c1ccccc1N(S(=O)(=O)c1ccccc1)S(=O)(=O)c1ccccc1
    90&105	117&129	96&106	97&102	114&108	87&95	103&109	95&90	91&113
#47 N#Cc1cnc2ccc(-c3cnc(N)nc3)cc2c1N1CCc2cc(F)c(Cl)cc21
    4.3*	7.0*	9.7*	9.2*	7.3*	10	11	10	9.5*
#48 C/C(=N/NC(N)=S)c1ccncc1
    101	121	100	107	110	102	114	123	92
#49 O=c1c2ccccc2ncn1CCc1ccncc1
    101	nt	96	103	113	88	102	103	nt
#50 CCCC(C)C(C(=O)OCC)C(=O)OCC (stereo unspecified)
    92	100	103	92	97	103	108	125	104
#51 COc1ccc(-c2cc(CCCCO)on2)cc1[N+](=O)[O-]
    105	112	96	103	109	87	107	102	103
#52 COc1ccc(/C=N/NC(=O)c2[nH]c3ccc(Br)cc3c2-c2ccccc2)s1
    12	-56*	nt	18	3.6*	-30*	0.3*	51	48
#53 CC(=O)OC1Oc2ccccc2-c2oc3nc(=N)n(C)c-3cc21 (stereo unspecified)
    104	119	103	104	112	98	109	123	117
#54 CCCCN=CC(Cl)(Cl)C(=O)OCC
    107	122	109	111	89	106	112	107	108
#55 CCc1c(Nc2ccccc2Cl)nc(N)[nH]c1=O
    103	nt	110	101	105	80	91	112	97
#56 O=C1NCc2c1c1ccccc1[nH]c2=O
    104	nt	98	106	106	90	104	104	nt
#57 O=C1NC(=O)C(=Cc2cn(CCCn3cc(C=C4C(=O)NC(=O)NC4=O)c4ccccc43)c3ccccc23)C(=O)N1
    109	121	89	105	54	96	110	104	96
#58 O=C(/C(=N/O)S(=O)(=O)c1ccccc1)c1cccs1
    105	104	94	117	102	143	107	111	102
#59 CC(=O)N1C=Cc2ccccc2C1C#N (stereo unspecified)
    103	105	100	114	111	80	107	104	97
#60 CN(C)CCOC(=O)Nc1cc(Cl)cc(Cl)c1
    108	nt	105	107	110	91	96	98	96
#61 C=C(CBr)[C@@H]1CC[C@]2(COC(C)=O)CC[C@]3(C)[C@H](CC[C@@H]4[C@@]5(C)CC[C@H](OC(C)=O)C(C)(C)[C@@H]5CC[C@]43C)[C@@H]12
    96	106	102	101	101	76	84	101	110
#62 C=CCn1cc(/C=N\N=C2\C(=O)Nc3c(F)cccc32)c2ccccc21
    78	105	95	93	104	66	96	107	44
#63 O=C1/C(=C/C=C/c2ccco2)SC(=S)N1CC(=S)C1CCS(=O)(=O)C1 (stereo unspecified)
    100	128	103	119	96	34	119	82	109
#64 O=C(O)COc1ccc(/C=C2/SC(=S)N(c3ccccc3)C2=O)cc1
    100	99	113	106	107	99	103	111	100
#65 O=C(Nc1cccc2ncccc12)c1sc2ccccc2c1Cl
    69	122	88	108	97	86	117	96	85

From entry 61 as far as 62, as listed above:
Sequence of screens – HCT-15	COLO 205	NCI-H23	SW-620	NCI-H460	NCI-H522	HT29	NCI-H322M	NCI-H226
#61 C=C(CBr)[C@@H]1CC[C@]2(COC(C)=O)CC[C@]3(C)[C@H](CC[C@@H]4[C@@]5(C)CC[C@H](OC(C)=O)C(C)(C)[C@@H]5CC[C@]43C)[C@@H]12
    96	106	102	101	101	76	84	101	110
#62 C=CCn1cc(/C=N\N=C2\C(=O)Nc3c(F)cccc32)c2ccccc21
    78	105	95	93	104	66	96	107	44
